Pax4 gene expression = Pax4 mRNA upregulation in alpha cells – RT-PCR, mouse alpha TC1 cells, single point, primary screen (AID 1053180) | mouse alpha TC1 cells, Pax4 mRNA qPCR, 6 days; stronger effect = higher value; 100% = Pax4 plasmid added at qPCR | activation, % at 10 µM | actives 0.2% (n = 9,600);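 active = highest normalized replicate activity of 15 or more, or at least half the replicates reach 15 or more; inactive = neither condition met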;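 note: pax4 Ct normalized to GAPDH with activation seen as lower delta delta Ct; plate controls were plate neutral control wells for no effect and Pax4 plasmid positive control for full effect; each compound tested in two replicate wells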
YAP1 CTGF inhibition = YAP1 pathway inhibitors via CTGF transcript, primary screen, DLD1 colon cancer cells, RT-qPCR, single point (AID 743449) | DLD1 CTGF mRNA qPCR, 24 h; stronger effect = higher value | inhibition, % at 12.5 µM | actives 0.9% (n = 9,900);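 active = mean normalized replicate activity at least 50 and at least half of replicates each reaching 50; inconclusive = only one of the two criteria met; inactive = neither criterion met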;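 note: 0% = neutral control wells and 100% = dasatinib control wells; higher means stronger suppression of CTGF expression like dasatinib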
The depositor's hits bear a star; & = joins results of further samples.

Results for C[C@H](CO)N1C[C@H](C)[C@H](CN(C)S(=O)(=O)c2cn(C)cn2)OCCCC[C@H](C)Oc2ccc(N(C)C)cc2C1=O ?
Pax4 gene expression: 0.0; YAP1 CTGF inhibition: -5

What do the screens show for `CN1C(=O)c2cc(NC(=O)c3cnccn3)ccc2OC[C@@H]2O[C@H](CC(=O)NCC3CCCCC3)CC[C@@H]21`?
Pax4 gene expression: 0.1; YAP1 CTGF inhibition: -9

What do the screens show for `O=C1CNC[C@H]2[C@@H](c3ccc(C4=CCCC4)cc3)[C@@H](CO)N12`?
Pax4 gene expression: 0.0; YAP1 CTGF inhibition: -7

How did N#Cc1cccc(-c2ccc3c(c2)[C@H]2[C@H](CCN2Cc2ccc4c(c2)OCO4)[C@H](CO)N3)c1 do in these assays?
Pax4 gene expression: 0.0; YAP1 CTGF inhibition: -56

What do the screens show for `Cc1noc(C)c1NC(=O)N1C[C@@H](O)COC[C@@H]2O[C@H](CC(=O)N[C@H]3CCN(Cc4ccccc4)C3)CC[C@H]21`?
Pax4 gene expression: 0.1; YAP1 CTGF inhibition: -34

What do the screens show for `CO[C@@H]1CN(C)C(=O)c2cc(NS(=O)(=O)c3ccc(Cl)cc3)ccc2OC[C@H](C)N(C(=O)NC(C)C)C[C@H]1C`?
Pax4 gene expression: 0.0; YAP1 CTGF inhibition: -7

How did C[C@@H]1CCCCO[C@@H](CN(C)C(=O)CCC(F)(F)F)[C@@H](C)CN([C@H](C)CO)C(=O)c2cc(NC(=O)C3CCCCC3)ccc2O1 do in these assays?
Pax4 gene expression: 0.0; YAP1 CTGF inhibition: 13

Results for COCC(=O)N1C[C@@H](C)[C@@H](OC)CN(C)C(=O)c2ccc(NC(=O)Nc3cccc(F)c3)cc2OC[C@@H]1C ?
Pax4 gene expression: 0.0; YAP1 CTGF inhibition: -4

What do the screens show for `C[C@H](CO)N1C[C@H](C)[C@@H](CN(C)S(C)(=O)=O)Oc2cc(-c3ccncc3)ccc2S1(=O)=O`?
Pax4 gene expression: 0.0; YAP1 CTGF inhibition: 28

Results for CN1C(=O)c2cc(NS(=O)(=O)c3cccc(F)c3)ccc2OC[C@@H]2O[C@@H](CC(=O)N3CCc4ccccc4C3)CC[C@@H]21 ?
Pax4 gene expression: 0.0; YAP1 CTGF inhibition: 1

What do the screens show for `OC[C@H]1[C@@H](c2ccccc2)C2(CN(CCC(F)(F)F)C2)N1Cc1cncnc1`?
YAP1 CTGF inhibition: -16

Results for COc1ccc(C[C@H]2CCn3nncc3COC[C@@H](c3ccccc3)NC2=O)cc1 ?
Pax4 gene expression: 0.0; YAP1 CTGF inhibition: 9

What do the screens show for `O=C(C[C@H]1CC[C@@H]2[C@H](COC[C@@H](O)CN2CC2CCOCC2)O1)NCc1ccc(Cl)cc1`?
Pax4 gene expression: 0.0; YAP1 CTGF inhibition: -21

How did COc1ccc2c3c(n(C)c2c1)[C@H](CO)N(Cc1ccccc1OC)CC31CN(C)C1 do in these assays?
Pax4 gene expression: 0.2; YAP1 CTGF inhibition: 11

How did COc1ccccc1-c1ccc([C@H]2[C@@H](C#N)N[C@@H]2CO)cc1 do in these assays?
Pax4 gene expression: 0.0; YAP1 CTGF inhibition: 13

What do the screens show for `O=C(C[C@H]1CC[C@H]2[C@@H](COC[C@H](O)CN2CC2CCOCC2)O1)NCC1CCCCC1`?
Pax4 gene expression: 0.0; YAP1 CTGF inhibition: -14

What do the screens show for `CO[C@@H]1CC[C@@H]2CCOc3c(C#N)cccc3C(=O)N(C)C[C@H](c3ccccc3)CC(=O)N(C)C[C@H]1O2`?
Pax4 gene expression: 0.0; YAP1 CTGF inhibition: 13

How did C[C@@H]1CN([C@@H](C)CO)C(=O)c2ccccc2-c2ccccc2CO[C@@H]1CN(C)S(=O)(=O)c1ccc([N+](=O)[O-])cc1 do in these assays?
Pax4 gene expression: 0.0; YAP1 CTGF inhibition: inconclusive

Results for C[C@@H]1CN([C@H](C)CO)C(=O)CCCn2nncc2CO[C@@H]1CN(C)C(=O)c1ccc2ccn(C)c2c1 ?
Pax4 gene expression: 0.0; YAP1 CTGF inhibition: 0

What do the screens show for `COc1ccc2c3c([nH]c2c1)[C@H](CO)N(C(=O)c1ccc(F)cc1)CC31CCN(Cc2cccnc2)CC1`?
Pax4 gene expression: 0.1; YAP1 CTGF inhibition: 5

Random excerpt: 4 records from the list
What do the screens show for `COc1ccc2c3c([nH]c2c1)[C@H](CO)N(C(=O)c1ccc(F)cc1)CC31CCN(Cc2cccnc2)CC1`?
Pax4 gene expression: 0.1; YAP1 CTGF inhibition: 5

What do the screens show for `OC[C@H]1[C@@H](c2ccccc2)C2(CN(CCC(F)(F)F)C2)N1Cc1cncnc1`?
YAP1 CTGF inhibition: -16

Results for COc1ccc(C[C@H]2CCn3nncc3COC[C@@H](c3ccccc3)NC2=O)cc1 ?
Pax4 gene expression: 0.0; YAP1 CTGF inhibition: 9

How did COc1ccccc1-c1ccc([C@H]2[C@@H](C#N)N[C@@H]2CO)cc1 do in these assays?
Pax4 gene expression: 0.0; YAP1 CTGF inhibition: 13

A draw from above in order of length of the SMILES, descending:
How did C[C@@H]1CN([C@@H](C)CO)C(=O)c2ccccc2-c2ccccc2CO[C@@H]1CN(C)S(=O)(=O)c1ccc([N+](=O)[O-])cc1 do in these assays?
Pax4 gene expression: 0.0; YAP1 CTGF inhibition: inconclusive

What do the screens show for `CO[C@@H]1CC[C@@H]2CCOc3c(C#N)cccc3C(=O)N(C)C[C@H](c3ccccc3)CC(=O)N(C)C[C@H]1O2`?
Pax4 gene expression: 0.0; YAP1 CTGF inhibition: 13

How did COc1ccccc1-c1ccc([C@H]2[C@@H](C#N)N[C@@H]2CO)cc1 do in these assays?
Pax4 gene expression: 0.0; YAP1 CTGF inhibition: 13

Further compounds
How did CO[C@H](CN(C)C(=O)c1cnccn1)[C@@H](C)CN([C@@H](C)CO)S(=O)(=O)c1ccccc1 do in these assays?
Pax4 gene expression: 0.0; YAP1 CTGF inhibition: -1

How did CO[C@H]1CN(C)C(=O)c2ccc(NC(=O)c3ccccc3F)cc2OC[C@@H](C)N(C)C[C@H]1C do in these assays?
Pax4 gene expression: 0.0; YAP1 CTGF inhibition: 8

How did O=C(C1CCOCC1)N1CC(=O)N2[C@H](CO)[C@H](c3ccc(C#CCc4ccccc4)cc3)[C@H]2C1 do in these assays?
Pax4 gene expression: 0.0; YAP1 CTGF inhibition: -11

How did COc1ccccc1-c1ccc(C2[C@@H]3CN(C(=O)c4ccncc4)C[C@H]2N3)cc1 (stereo partly drawn) do in these assays?
Pax4 gene expression: 0.0&0.0; YAP1 CTGF inhibition: -7&-9

Results for O=C(C[C@@H]1CC[C@@H]2NC[C@@H](O)COC[C@H]2O1)NCc1ccc2c(c1)OCO2 ?
Pax4 gene expression: 0.0; YAP1 CTGF inhibition: -10

How did OC[C@@H]1[C@H](c2ccc(C#CC3(O)CCCC3)cc2)[C@@H]2CN(Cc3cncnc3)CCCCN12 do in these assays?
Pax4 gene expression: 0.0; YAP1 CTGF inhibition: 7

What do the screens show for `CCCN1[C@H](CO)[C@H](c2ccc(C#Cc3ccccc3)cc2)[C@@H]1CNC1CCCC1`?
Pax4 gene expression: 0.0; YAP1 CTGF inhibition: 8

What do the screens show for `COc1ccc(C#Cc2cccc(-c3nc(C(=O)N4CCN(Cc5ccccc5)CC4)cc4c3[C@@H](CCO)N(S(=O)C(C)(C)C)C4)c2)cc1OC` (stereo partly drawn)?
Pax4 gene expression: 0.0; YAP1 CTGF inhibition: -32

What do the screens show for `CC[C@@H]1C/C=C\C[C@@H](C(C)C)NC(=O)CCC(=O)N1`?
Pax4 gene expression: 0.0; YAP1 CTGF inhibition: 10

How did CN1C[C@@H]2[C@H](c3ccccc31)[C@@H](CO)N2S(=O)(=O)c1ccccc1 do in these assays?
Pax4 gene expression: 0.0; YAP1 CTGF inhibition: -10

How did CNC[C@@H]1OCCCC[C@H](C)Oc2ccc(NS(=O)(=O)c3ccc(F)cc3)cc2C(=O)N([C@@H](C)CO)C[C@@H]1C do in these assays?
Pax4 gene expression: 0.0; YAP1 CTGF inhibition: -23

What do the screens show for `CCCC(=O)N1CC2(CN(C(=O)NC(C)C)C2)c2c([nH]c3cc(OC)ccc23)[C@H]1CO`?
Pax4 gene expression: 0.0; YAP1 CTGF inhibition: 7

What do the screens show for `COc1ccccc1CN1[C@@H]2CNC[C@H]1C2c1ccc(-c2cccc(C#N)c2)cc1` (stereo partly drawn)?
Pax4 gene expression: 0.0&0.0; YAP1 CTGF inhibition: 21&-40

Results for C[C@@H]1CCCCO[C@H](CN(C)C(=O)Nc2ccc3c(c2)OCO3)[C@H](C)CN([C@@H](C)CO)C(=O)c2cc(NS(=O)(=O)c3ccc(F)cc3)ccc2O1 ?
Pax4 gene expression: 0.0; YAP1 CTGF inhibition: 20

What do the screens show for `Cc1ccc(S(=O)(=O)Nc2ccc3c(c2)C(=O)N([C@@H](C)CO)C[C@H](C)[C@@H](CN(C)Cc2ccc(C(F)(F)F)cc2)O3)cc1`?
Pax4 gene expression: 0.0; YAP1 CTGF inhibition: -12

Results for O=C(NCCN1CCCC1)c1cc2c(c(-c3cccc(C4=CCCC4)c3)n1)[C@@H](CCO)N(CC1CC1)C2 ?
Pax4 gene expression: 0.1; YAP1 CTGF inhibition: -14

Results for CCCNC(=O)[C@@H]1[C@@H](CO)[C@@H]2Cn3c(ccc(/C=C/c4ccccc4)c3=O)[C@@H]2N1CC1CC1 ?
Pax4 gene expression: 0.0; YAP1 CTGF inhibition: 6

What do the screens show for `O=C(C[C@@H]1CC[C@@H]2[C@H](COC[C@@H](O)CN2CC2CCOCC2)O1)NCC1CCCCC1`?
Pax4 gene expression: 0.0; YAP1 CTGF inhibition: -11

What do the screens show for `N#C[C@@H]1[C@@H](c2ccccc2-c2ccc(F)cc2)[C@H](CO)N1C(=O)Cc1cccnc1`?
Pax4 gene expression: 0.0; YAP1 CTGF inhibition: -56

How did CC[C@@H]1CC=CC[C@@H](C)Oc2ccccc2C(=O)N(C)[C@@H](C)C(=O)N1 (mixture of isomers) do in these assays?
Pax4 gene expression: 0.0; YAP1 CTGF inhibition: -15

Results for C[C@@H](NC(=O)C[C@@H]1C=C[C@@H](NC(=O)c2cccnc2)[C@H](CO)O1)c1ccccc1 ?
Pax4 gene expression: 0.0; YAP1 CTGF inhibition: 3

How did CCC(=O)N1CC2(C1)[C@H](c1ccccc1)[C@@H](CO)N2CC1CC1 do in these assays?
YAP1 CTGF inhibition: 16

How did COC(=O)C[C@H]1CC[C@H]2[C@H](COc3ccc(NS(=O)(=O)c4ccc(C)cc4)cc3C(=O)N2C)O1 do in these assays?
Pax4 gene expression: 0.0; YAP1 CTGF inhibition: -51

Results for Cc1cccc(S(=O)(=O)N2C[C@@H]3N[C@H](C2)C3c2ccc(-c3cncnc3)cc2)c1 (stereo partly drawn) ?
Pax4 gene expression: 0.0&0.0; YAP1 CTGF inhibition: -13&20

What do the screens show for `C[C@H]1CN([C@@H](C)CO)C(=O)CCCn2cc(nn2)CO[C@@H]1CN(C)C(=O)Nc1cccc2ccccc12`?
Pax4 gene expression: 0.0; YAP1 CTGF inhibition: inconclusive

What do the screens show for `COc1ccc(C#Cc2ccc([C@@H]3[C@@H](CO)N4C(=O)CN(C(=O)c5ccc(F)cc5)C[C@@H]34)cc2)cc1`?
Pax4 gene expression: 0.0; YAP1 CTGF inhibition: 4

Results for CN(C)C(=O)c1ccc(-c2ccc(C3[C@@H]4CN(Cc5ccccc5Cl)C[C@H]3N4)cc2)cc1 (stereo partly drawn) ?
Pax4 gene expression: 0.0; YAP1 CTGF inhibition: -39

Results for CO[C@@H]1CN(C)C(=O)c2cc(NC(=O)Cc3ccccc3)ccc2OC[C@@H](C)N(C(=O)c2ccccc2F)C[C@@H]1C ?
Pax4 gene expression: 0.0; YAP1 CTGF inhibition: -9

Results for CCS(=O)(=O)Nc1ccc2c(c1)C(=O)N(C)C[C@@H](OC)[C@H](C)CN(C(=O)c1ccc3c(c1)OCO3)[C@H](C)CO2 ?
Pax4 gene expression: 0.0; YAP1 CTGF inhibition: -36

How did COc1ccccc1-c1ccc([C@H]2[C@@H](CO)N(C(C)=O)[C@H]2CN(C)C(C)=O)cc1 do in these assays?
Pax4 gene expression: 0.0; YAP1 CTGF inhibition: 19

What do the screens show for `COc1ccc2c3c([nH]c2c1)[C@@H](CO)NCC31CN(Cc2cc(F)ccc2F)C1`?
Pax4 gene expression: 0.0; YAP1 CTGF inhibition: -10

How did CCC(=O)N1[C@H](CO)[C@@H]2c3ccccc3N(C(=O)Nc3ccc(Cl)cc3)C[C@@H]21 do in these assays?
Pax4 gene expression: 0.0; YAP1 CTGF inhibition: 8

Results for O=C(Nc1ccccc1)N1CC(=O)N2[C@H](CO)[C@@H](c3ccc(C#CC4CCCCC4)cc3)[C@H]2C1 ?
Pax4 gene expression: 0.0; YAP1 CTGF inhibition: 26

Results for Cc1noc(C)c1S(=O)(=O)N(C)C[C@@H]1OCc2cn(nn2)CCCC(=O)N([C@H](C)CO)C[C@@H]1C ?
Pax4 gene expression: 0.0; YAP1 CTGF inhibition: 1

How did CCOC(=O)c1cc2c(c(-c3cccc(Br)c3)n1)[C@H](CCO)N(C(=O)NC(C)C)C2 do in these assays?
Pax4 gene expression: 0.0; YAP1 CTGF inhibition: -10

How did CO[C@H]1CN(C)C(=O)c2cc(NS(=O)(=O)CC(F)(F)F)ccc2OC[C@H](C)NC[C@@H]1C do in these assays?
Pax4 gene expression: 0.0; YAP1 CTGF inhibition: -21

Some of the compounds tested, so the mix of outcomes need not match the whole.
